FLuc counter: counter-screen for miR-21 project: firefly luciferase inhibitors or activators; P08659; purified FLuc, Km substrates, luminescence inhibition; Potency, µM (doses to about 57.5 µM), for the others: at the top dose activity change, negative = inhibition, usual class: inhibitors; 360,000 tested, 6.9% active; AID 588342;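 note: potency is the fitted concentration of half-maximal effect; plate controls were vehicle for no effect and reference inhibitor for full effect; nearly all actives have a fitted effect of over 55% in size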
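Purified P. pyralis luciferase, 10 nM final, with Km-level 10 uM D-luciferin and 10 uM ATP in 50 mM Tris acetate pH 7.5, 10 mM Mg acetate, 0.01% Tween-20, 0.05% BSA; 6-point qHTS titration about 60 µM downward; luminescence read.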
Gal4-VP16 FLuc: counter-screen for ROR gamma inhibitors: Gal4-VP16 reporter | Drosophila S2 Gal4-VP16 UAS-luciferase, luminescence, 20 h | Potency, µM (doses to about 53.6 µM), for inactives: at the highest dose activity, negative = inhibition, usual class: inhibitors | 310,000 tested, 3.5% active | AID 2546;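 note: Gal4-VP16 expression switched on by copper sulfate through the metallothionein promoter; potency is the fitted concentration of half-maximal effect; % is set by controls: 0 for no effect and ±100 for the full control effect; nearly all actives have a fitted effect of over 50% in size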
RORg inh: inhibitors of mouse ROR gamma transcriptional activity | 310,000 tested, 5.4% active | AID 2551 | P51450 | Potency, µM (top dose mostly 53.6 µM), without a hit: top-dose activity change, negative = inhibition, most hits filed as inhibitors | Drosophila S2 Gal4-RORgamma UAS-luciferase reporter, 20 h; note: potency is the fitted concentration of half-maximal effect; % is set by controls: 0 for no effect and ±100 for the full control effect; nearly all actives have a fitted effect of over 60% in size
Target sequence (P51450 whole entry, looked up, the tested form may be a part): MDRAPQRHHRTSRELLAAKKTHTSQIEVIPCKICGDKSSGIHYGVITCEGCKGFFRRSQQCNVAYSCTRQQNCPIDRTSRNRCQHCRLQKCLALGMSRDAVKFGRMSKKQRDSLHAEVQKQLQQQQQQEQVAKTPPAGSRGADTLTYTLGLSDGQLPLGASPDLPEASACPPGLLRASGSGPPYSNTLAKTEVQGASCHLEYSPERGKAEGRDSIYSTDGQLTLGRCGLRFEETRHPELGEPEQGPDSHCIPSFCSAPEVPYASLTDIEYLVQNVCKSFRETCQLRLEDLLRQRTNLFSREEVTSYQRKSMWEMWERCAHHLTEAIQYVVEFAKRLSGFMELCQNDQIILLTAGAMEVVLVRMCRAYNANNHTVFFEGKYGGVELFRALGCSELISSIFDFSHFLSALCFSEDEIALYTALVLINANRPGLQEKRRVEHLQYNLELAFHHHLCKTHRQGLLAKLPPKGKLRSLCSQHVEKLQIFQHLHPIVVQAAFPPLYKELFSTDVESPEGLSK
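Read-out: Photinus luciferase luminescence; inhibitors lower reporter signal. Insect Schneider cells with Gal4-ROR gamma fusion under metallothionein promoter, UAS reporter; 700 uM final copper sulfate induction, 20 hr, ambient temperature.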
KCNH2 3.1 block: inhibitors of human KCNH2 3.1 potassium channel isoform | 340,000 tested, 0.95% active | activity change, % (tested at about 1.8 µM) | U2OS KCNH2 3.1, thallium flux FluxOr; hits give low values;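 active = maximum activity change below -70%; inconclusive = maximum activity change from -70% to -50%; inactive = maximum activity change above -50%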;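 note: thallium influx rate constant from kinetic fluorescence after stimulation buffer; % is set by controls: 0 for no effect and ±100 for the full control effect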
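Thallium flux via FluxOr fluorescence (Red40 quencher, 45 min loading) in U2OS cells virally expressing the KCNH2 3.1 isoform (1.77 x 10^8 /mL virus, overnight at 37 C). Rate constants from 2-min kinetic reads post-stimulation, normalised to positive and negative controls.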
NPC1 promoter act: activators of NPC1 promoter; Huh7 NPC1 promoter luciferase reporter, 24 h; Potency, µM (series often up to 9.22 µM), without a hit: at the top dose activation, usual class: activators; 320,000 tested, 2.4% active; AID 485313;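 note: potency is the fitted concentration of half-maximal effect; % of control where 0% means no effect; nearly all actives have a fitted effect of over 60% in size; reporter is driven by a mutant NPC1 promoter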
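Cells: Huh7 expressing luciferase under the NPC1 promoter, 1500/well. Seeded 2 h, compound added, incubated 24 h at 37 °C. Luciferase reagent, 10 min ambient, then luminescence.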
MBNL1-CUG inh: MBNL1-poly(CUG) RNA binding inhibition. Q9NR56. AID 2675. 280,000 tested, 0.036% active. Potency, µM (series often up to 57.5 µM), for the others: at the highest dose activity change, negative = inhibition, actives largely listed as inhibitors. TR-FRET MBNL1-His/biotin-(CUG)12 binding, 665/545 ratio; active = well fitted inhibition curve with a large enough effect in the signal ratio, with a control signal flat, not every such curve was filed as active; inconclusive = small, poorly fitted or top-dose-only effect, or effect the other way, or a change in a side signal; inactive = no such curve, though single readings can be large or run the other way; the % refers to the signal ratio; note: potency is the fitted concentration of half-maximal effect; % is set by controls: 0 for no effect and ±100 for the full control effect
Target sequence (Q9NR56 whole entry, looked up): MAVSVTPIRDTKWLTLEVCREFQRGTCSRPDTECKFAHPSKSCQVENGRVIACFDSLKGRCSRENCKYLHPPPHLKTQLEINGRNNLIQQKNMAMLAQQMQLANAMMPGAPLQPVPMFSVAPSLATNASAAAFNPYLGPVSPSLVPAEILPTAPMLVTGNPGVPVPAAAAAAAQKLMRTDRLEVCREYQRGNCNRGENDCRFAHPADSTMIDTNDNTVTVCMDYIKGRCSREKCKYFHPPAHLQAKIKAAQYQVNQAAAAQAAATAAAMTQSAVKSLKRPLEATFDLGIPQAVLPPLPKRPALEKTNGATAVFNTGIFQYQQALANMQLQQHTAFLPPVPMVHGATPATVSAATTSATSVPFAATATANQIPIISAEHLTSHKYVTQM
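His-tagged MBNL1 binding to biotinylated (CUG)12 RNA was measured by TR-FRET using terbium anti-His antibody (0.055 ng/ul final) and streptavidin-XL665 (5 nM final). Compounds were titrated 92 nM to 58 uM; 60 min at room temperature.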
ELG1 DNA repair: ELG1-dependent DNA repair inhibition | Potency, µM (highest dose often 46.1 µM), for inactives: at the top dose activity change, negative = inhibition, most hits filed as inhibitors | AID 504467 | HEK293T ELG1-luciferase reporter, luminescence, 16 h; DNA damage induced by 5-fluorouridine | 330,000 tested, 2.3% active; note: potency is the fitted concentration of half-maximal effect; % is set by controls: 0 for no effect and ±100 for the full control effect; nearly all actives have a fitted effect of over 55% in size
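HEK293T cells expressing luciferase-tagged ELG1 (2,000/well) received 5-Fluorouridine plus compound or DMSO for 16 hr at 37 °C. Luciferase was read by ONE-Glo luminescence after 30 min at room temperature.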
PKM2 act: PKM2 (human) enzyme activation. P14618. purified PKM2, Kinase-Glo ATP luminescence, activation; response scale: 0% is enzyme alone, no compound. Potency, µM (doses to about 57.5 µM), without a hit: top-dose activation, actives largely listed as activators. 260,000 tested, 0.34% active. AID 1631; note: potency is the fitted concentration of half-maximal effect; % is set by controls: 0 for no effect and ±100 for the full control effect; nearly all actives have a fitted effect of over 55% in size
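Purified hPK-M2 (>95% pure) converted ADP (0.1 mM final) to ATP with 0.5 mM PEP in 50 mM imidazole pH7.2, KCl, MgCl2, Tween 20, BSA; 1 h at room temperature. ATP detected by Kinase-Glo luminescence.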
Menin-MLL TR inh: displaces Texas Red mutant MLL peptide from human menin. O00255. Menin + Texas Red MLL mutant peptide, fluorescence polarization. Potency, µM (titrated, usually from 61.6 µM), without a hit: at the highest dose FP activity change, negative = inhibition, usual class: inhibitors. 270,000 tested, 0.23% active. AID 1768; active = well fitted inhibition curve with a large enough effect in the polarisation, with a control signal flat, not every such curve was filed as active; inconclusive = small, poorly fitted or top-dose-only effect, or effect the other way, or a change in a side signal; inactive = no such curve, though single readings can be large or run the other way; the % refers to the polarisation; note: potency is the fitted concentration of half-maximal effect; % of control where 0% means no effect; many of its hits are not listed in these tables
Mito fusion yeast: mitochondrial division inhibition or fusion activation; S. cerevisiae fusion-defective mutant growth rescue, CellTiterGlo 48 h; Potency, µM (doses to about 46.1 µM), for inactives: top-dose growth rescue (activation), most hits filed as activators; 320,000 tested, 0.23% active; AID 485298;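 note: potency is the fitted concentration of half-maximal effect; % of control where 0% means no effect; nearly all actives have a fitted effect of over 45% in size; temperature-sensitive fusion mutants such as fzo1-1 at 37 °C on non-fermentable ethanol glycerol medium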
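S. cerevisiae fusion-defective temperature-sensitive mutants (e.g. fzo1-1, mgm1-5) grown 48 h at 37C in YPEG (ethanol/glycerol non-fermentable) medium with 23 nl compound per well; growth rescue read as CellTiterGlo luminescence.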
Rab9 promoter act: activators of Rab9 promoter | AID 485297 | Potency, µM (series often up to 9.22 µM), for inactives: top-dose activation, negative = inhibition, usual class: activators | 320,000 tested, 2.8% active | Huh7 Rab9 promoter-luciferase reporter, luminescence, 24 h; note: potency is the fitted concentration of half-maximal effect; % of control where 0% means no effect; nearly all actives have a fitted effect of over 60% in size
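Luminescence read-out: Huh7 cells stably expressing Rab9-luciferase, treated 24 h with compound at 37 °C, then lysed with luciferase reagent for 10 min at ambient before reading.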
* hit, by the source's call; ? = inconclusive; nt = no result given; & = joins results of further samples; [ ] = dose if it differs, or a comment. Unless noted, calls come from the whole dose curve; as a rule, active = well fitted curve in the direction sought with a large enough effect; inconclusive = small, poorly fitted or top-dose-only effect, or another doubt; inactive = no such curve, though single readings can be large; an effect the other way counts as inactive or inconclusive. These rows are one share of the data; count on the stated rates, not on these rows.

Molecule	FLuc counter	Gal4-VP16 FLuc	RORg inh	KCNH2 3.1 block	NPC1 promoter act	MBNL1-CUG inh	ELG1 DNA repair	PKM2 act	Menin-MLL TR inh	Mito fusion yeast	Rab9 promoter act
CC(NC(=O)C1CC1)C(c1cccs1)N1CCN(c2ccccc2)CC1 (stereo unspecified)	2%	2%	39%	-20	0%	-5%	-5%	1%	-8%	0%	1%
O=C(NC(Cc1ccccc1)C(=O)N1CCc2ccccc2C1)c1ccccc1 (stereo unspecified)	-3%	21%	4%	-10	3%	-3%	?	0%	-12%	2%	3%
COC(=O)C1=C(NC(=O)CCCCl)CCS1	3%	-8%	-1%	6	-2%	?	19%	?	6%	3%	2%
COc1cc(OC)cc(-c2nnc(SCc3ccc(C(=O)O)cc3)o2)c1	-3%	-6%	29%	-4	-3%	-1%	2%	1%[11.5 µM]	-1%	12%	-1%
CC(=O)c1ccc(N=Nc2ccc(N(C)C)cc2)cc1	0.3µM*	-12%	-2%	nt	0.56µM*	12%	?	9%	-16%	-7%	0.4µM*
COc1cc(OC)c2nc(C)c3c(c2c1)N(c1ccc(O)cc1)CC3	4%	-14%	4%	6	0%	1%	-26%	2%	-3%	0%	-14%
CC1=C(C(=O)OC(C)C)C(c2cccnc2)n2ncnc2N1 (stereo unspecified)	1%	1%	-20%	26	-3%	1%	-1%	11%	0%	3%	-5%
Cc1ccc(S(=O)(=O)Nc2ccc(Cl)cc2)cc1NC(=O)c1cc2c(s1)CCCC2	?	-5%	?	-37	1%	-8%	?	-4%	?	?	0%
Nc1cc([N+](=O)[O-])ccc1N1C(=O)CCCC1=O	1%	1%	-24%	7	3%	?	6%	-3%	11%	9%	-1%
CCC(=O)Nc1cc(C(=O)OCC(=O)c2ccccc2Cl)ccc1C	8.5µM*	4%	13%	nt	?	11%	?	1%	-9%	0%	3.5µM*
CC(NC(=O)CNC(=O)C1CCCCC1)c1cccc(Cl)c1 (stereo unspecified)	0%	-1%	12%	6	0%	-3%	0%	-1%	-3%	4%	-1%
COc1cc(S(=O)(=O)N2CCC(c3nc4ccccc4s3)CC2)ccc1S(=O)(=O)N1CC(C)CC(C)C1 (stereo unspecified)	-1%	0%	-14%	1	1%	-12%	-7%	4%	1%	-2%	-1%
COc1cccc(C(=O)Nc2c(C)nn(-c3ccccc3)c2C)c1	-1%	-2%[10 µM]	8%	-13	-11%	-4%	-2%	3%	-12%	1%	0%
O=C(NCC(O)c1ccccc1)c1ccc(Cl)c(S(=O)(=O)N2CCCC2)c1 (stereo unspecified)	?	nt	nt	4	28%	nt	?	nt	nt	-7%	18%
Cn1c(C(=O)N2CCN(c3ncccn3)CC2)cc2c(=O)n(C)c3ccccc3c21	-3%	6%	-42%	9	1%	4%	9.2µM*	15%	-12%	-2%	6%
N#Cc1nc(-c2ccc(Cl)cc2)oc1NCc1ccco1	1%[2.3 µM]	21%	?	8	?	1%	?	-9%	-11%	12%	?
Cc1ncc(C[n+]2ccc(C)c(C)c2)c(N)n1	1%	nt	nt	11	-1%	nt	8%	nt	nt	-7%	-12%
CCOC(=O)C(C)Oc1cccc2c(=O)n(CC(=O)NCc3ccccc3)ccc12 (stereo unspecified)	6%	-5%	0%	12	-7%	-1%	?	-2%	nt	1%	-22%
COc1ccc(-c2nnc(SCC(=O)N3CCOCC3)n2C)cc1OC	-5%	1%	21%	-9	0%	-10%	-3%	4%	14%	2%	1%
CC(C)CC(N=Cc1c(O)c2ccccc2oc1=O)C(=O)O (stereo unspecified)	?	2%	0%	3	-2%	14%	-22%	-2%	-11%	8%	0%
Cc1cccc(OS(=O)(=O)NC(=O)OCC2CCCN3CCCCC23)c1 (stereo unspecified)	2%	-8%	-19%	1	-1%	-4%	4%	0%	7%	3%	-3%
Cc1ccc(/C(N)=N/OC(=O)c2ccc(C)cc2Cl)cc1	0.85µM*	10µM*	4.5µM*	-1	1.1µM*	nt	?	-9%	8%	-13%	0.71µM*
CCC1CCCCN1CCNC(=O)CCS(=O)(=O)c1ccc(Br)cc1 (stereo unspecified)	-3%	-11%	-37%	11	-2%	-21%	2%	-17%	?	-2%	0%
O=C(N/N=C/c1cccnc1)C(O)c1ccccc1 (stereo unspecified)	-1%	-4%	1%	?	-5%	12%	2%	-2%	-1%	-1%	-2%
Cc1ccc(C(=O)NNC(=O)C2CC2)cc1Br	-1%	4%	4%	4	-1%	-2%	8%	-6%	nt	0%	-8%
O=C(COc1ccc(-n2cnnn2)cc1)Nc1cc(Cl)cc(Cl)c1	-1%	nt	nt	-11	-9%	nt	?	nt	nt	15%	-4%
CCOc1ccc(C(=O)Nc2ccc(CN3CCOCC3)cc2)cc1Br	13µM*	-4%	17%	-26	1%	-6%	1%	0%	15%	19%	4%
Cc1cc(/C=N/NC(N)=O)c(C)c(CO)c1	3%	-3%	-17%	1	-5%	5%	?	-6%	16%	1%	3%
Cc1ccccc1CSCC(=O)N/N=C/c1cccs1	-18%	-25%	18µM*	-6	-2%	7%	-14%	1%	6%	-3%	-3%
Cc1nc(N2CCN(C)CC2)c2c(C)c(C(=O)Nc3ccc(F)cc3)sc2n1	5%	3%	23%	2	1%	9%	-14%	2%	0%	2%	-1%
CC(C)c1ccccc1NC(=O)COC(=O)c1cc([N+](=O)[O-])ccc1N1CCOCC1	6%	nt	nt	10	-1%	nt	?	nt	nt	3%	-1%
N#Cc1ccccc1S(=O)(=O)N1CCN(S(=O)(=O)c2ccc(Br)c(C(=O)O)c2)CC1	2%	-1%	9%	-14	0%	-5%	15%	nt	8%	2%	-1%
CN(C)S(=O)(=O)n1cc(/C=C(\NC(=O)c2ccccc2F)C(=O)N2CCOCC2)c2ccccc21	1%	-3%	-5%	7	1%	-1%	?	nt	-3%	-1%	1%
c1ccc(CSc2nnc(-c3ccco3)n2Cc2ccccc2)cc1	-3%[2.3 µM]	24%	42%	-18	2.8µM*	-4%	?	-1%	-1%	19%	3.5µM*
O=C(c1ccccc1-c1ccccc1)N1CCOCC1	6%[2.3 µM]	10%	-3%	-9	-4%	-7%	2%	-10%	-6%	2%	-1%
COc1ccc(C(=O)NC(=O)COC(=O)c2ccc3ncsc3c2)cc1	-3%	0%	0%[10 µM]	nt	-2%	nt	?	0%	7%	-8%	22%
COc1cc(/C=N/NC(=S)NCCN2CCOCC2)ccc1O	-15%	-10%	?	-5	0%	9%	?	4%	-6%	-2%	-11%
CCCCC(=Nc1ccccc1OC)C1=C(O)CC(c2ccccc2)CC1=O (stereo unspecified)	4%	?	?	nt	0%	-14%	0%	2%	1%	11%	-1%
S=c1[nH]ncn1/N=C/c1ccc(Br)cc1	?	4µM*	2.2µM*	3	0%	16%	?	-7%	2%	-5%	-1%
O=C(c1ccc2nc(N3CCOCC3)sc2c1)N1CCC(Cc2ccccc2)CC1	-36%	0.22µM*	?	-8	0%	-1%	-18%	5%	?	10%	0%
COc1cccc([C@@H]2Oc3ccc(OC)cc3C(=O)[C@H]2OC(=O)NCc2ccc3c(c2)OCO3)c1	6µM*	?	6%&-109%	nt	-2%	19%	?	-1%	-2%&14%	13%	?
COc1ccccc1NC(=O)C/C(C)=N/NC(=O)c1ccccn1	nt	?	19%	4	-1%	-1%	?	nt	-1%	-10%	3%
COc1ccccc1Cn1c(=S)[nH]c2cc(C(=O)NCc3cccnc3)ccc2c1=O	6%	4%	?	-14	5%	nt	?	1%	?	7%	-1%
